High-throughput results deposited in PubChem BioAssay by several laboratories.
LMPTP inh – LMPTP (human) inhibition; P24666; recombinant LMPTP-A, OMFP fluorogenic substrate, fluorescence intensity; inhibition, % at 20 µM; hit rate 0.22% among 360,000; AID 651560;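 active means compounds that cut the enzyme signal by at least half of the control window in the single-dose screen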;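 further: plate controls were DMSO wells with enzyme plus substrate for no effect and substrate without enzyme for full effect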
Target sequence (P24666 whole entry, looked up): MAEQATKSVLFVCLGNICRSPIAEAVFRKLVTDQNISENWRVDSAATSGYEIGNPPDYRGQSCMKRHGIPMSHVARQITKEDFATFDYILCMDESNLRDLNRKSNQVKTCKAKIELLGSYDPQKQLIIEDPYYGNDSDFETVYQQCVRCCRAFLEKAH
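Test system: LMPTP-A, protein tyrosine phosphatase of low molecular weight; Input: 0.625 nM enzyme; Incubation: 50 min dark incubation at room temperature; Signal: endpoint fluorescence intensity from OMFP dephosphorylation; Read-out basis: % inhibition versus control wells.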
NRP1-CendR mod – NRP-1/CendR interaction modulation | FAM-RPARPAR peptide binding to NRP-1, fluorescence polarization | inhibition, % at 25 µM | hit rate 0.85% among 360,000 | O14786;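 active means inhibition or corrected inhibition above about 18%, plus a signal ratio from 0.5 to 1.5, limit read from the data, passing the limit was not always enough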; further: strong numbers were not always called active
bovine MsrA act – bovine methionine sulfoxide reductase A activation; hit rate 0.3% among 360,000; activation, % at 10.6 µM; purified bovine MsrA, absorbance read-out; in the data active means activation above about 7.5%;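 further: 0% = vehicle and 100% = reference activator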
STEP block – blocks human striatal-enriched tyrosine phosphatase; inhibition, % at 20 µM; recombinant STEP, OMFP fluorogenic substrate, fluorescence; hit rate 0.25% among 360,000; P54829;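 active means inhibition at 20 µM, scaled per plate between control wells, above about 37%, limit read from the data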;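 further: 0% = DMSO with enzyme and substrate and 100% = substrate only without enzyme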
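Test system: STEP tyrosine phosphatase / Reagent: OMFP at 25 µM / Doses: 20 µM, 1% DMSO / Read-out: percent inhibition scaled to no-enzyme and uninhibited-enzyme controls, plate-pattern corrected / Detection: FITC-channel fluorescence of OMFP product / Medium: Bis-Tris buffer pH 6.0, 2.5 mM DTT, 0.005% Tween 20 / Schedule: 20 min at room temperature, dark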
DNMT1 inh – inhibitors of human DNMT1; P26358; DNMT1 molecular beacon, Hinp1I cleavage, fluorescence; inhibition (reported as % activation of signal), % at 10 µM; hit rate 0.83% among 360,000; AID 588458; in the data active means inhibition above about 50%
SUMO1-SIM PPI – modulators of human SUMO1-mediated protein-protein interactions. SUMO1 binding to a labelled peptide, TR-FRET, 1 h. inhibition, % at 20 µM. hit rate 0.33% among 360,000. AID 602429; in the data active means inhibition above about 37%
Target sequence (P63165 whole entry, looked up): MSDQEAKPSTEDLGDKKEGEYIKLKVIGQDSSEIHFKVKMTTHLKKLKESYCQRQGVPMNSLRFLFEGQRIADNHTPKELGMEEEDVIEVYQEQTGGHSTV
Scp1 inh – inhibitors of human Scp-1 phosphatase; inhibition, % at 20 µM; Recombinant Scp1, phosphopeptide, malachite green phosphate absorbance; hit rate 0.88% among 340,000; AID 493091; Q9GZU7;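 active means inhibition above about 50% at 20 µM, limit read from the data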;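 further: plate controls were DMSO wells with enzyme for no effect and wells lacking enzyme for full effect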
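Test system – truncated SCP-1 phosphatase (76-261aa) · Reagent – Phosphorylated 17-residue peptide substrate · Incubation – 45 min room-temperature reaction, 5 min colour, 30 min stabiliser · Detection – colorimetric phosphate reagent with accelerator and stabiliser, absorbance at 630 nm · Measure – % inhibition at 20 µM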
MsrA inh – bovine MsrA inhibition | inhibition, % at 15.5 µM | purified bovine MsrA, absorbance read-out | hit rate 0.75% among 360,000; in the data active means inhibition above about 4.5%;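 further: 0% = vehicle wells with enzyme and 100% = reference inhibitor wells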
eLon inh – inhibits E. coli Lon protease; inhibition, % at 7.94 µM; AID 602123; purified E. coli Lon protease, fluorescence polarization; hit rate 0.42% among 360,000; P0A9M0; in the data active means inhibition above about 13%, passing the limit was not always enough;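 further: 0% = enzyme with probe and DMSO and 100% = no enzyme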
Target sequence (P0A9M0 whole entry, looked up): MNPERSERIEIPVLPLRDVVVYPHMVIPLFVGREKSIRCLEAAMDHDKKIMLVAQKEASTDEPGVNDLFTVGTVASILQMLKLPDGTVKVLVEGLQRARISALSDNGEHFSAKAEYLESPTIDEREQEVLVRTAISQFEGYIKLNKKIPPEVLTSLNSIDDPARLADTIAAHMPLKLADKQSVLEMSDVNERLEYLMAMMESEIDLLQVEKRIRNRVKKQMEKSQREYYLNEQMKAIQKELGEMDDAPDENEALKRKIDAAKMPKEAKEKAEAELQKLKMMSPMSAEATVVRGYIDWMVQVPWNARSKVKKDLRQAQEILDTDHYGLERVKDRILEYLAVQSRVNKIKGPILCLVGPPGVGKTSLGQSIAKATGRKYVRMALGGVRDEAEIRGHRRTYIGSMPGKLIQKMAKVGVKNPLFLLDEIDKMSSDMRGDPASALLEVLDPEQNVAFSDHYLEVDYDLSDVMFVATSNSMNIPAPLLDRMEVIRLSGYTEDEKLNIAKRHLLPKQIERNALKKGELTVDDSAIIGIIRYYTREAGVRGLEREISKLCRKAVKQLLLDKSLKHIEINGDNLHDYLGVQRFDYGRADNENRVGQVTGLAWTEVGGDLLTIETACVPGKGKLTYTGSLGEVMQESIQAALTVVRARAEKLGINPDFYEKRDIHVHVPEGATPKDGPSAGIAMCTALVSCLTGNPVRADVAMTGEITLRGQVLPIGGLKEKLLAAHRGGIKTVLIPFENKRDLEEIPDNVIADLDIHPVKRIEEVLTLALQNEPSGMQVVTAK
TbMetRS inhib – blocks T. brucei methionyl-tRNA synthetase activity; hit rate 0.4% among 360,000; purified T. brucei MetRS, ATP depletion, Kinase-Glo luminescence; AID 624268; inhibition, % at 11.9 µM;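 active means inhibition above a per-plate cutoff of the control wells' mean inhibition plus 3 SD, cut at about 5.5% in these data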;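 further: 0% = DMSO wells median and 100% = median of wells with control inhibitor compound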
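System: purified T. brucei MetRS enzyme / Detection: Kinase-Glo luciferase luminescence reporting remaining unconsumed ATP / Medium: HEPES buffer with MgCl2, KCl, DTT, spermine, BSA, pyrophosphatase / Replication: singlicate, one well per compound / Evaluation: percent inhibition relative to median high and low control wells / Schedule: 2 h aminoacylation at 25 °C after 15 min preincubation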
* hit, by the source's call; . = no result given.

SMILES	LMPTP inh	NRP1-CendR mod	bovine MsrA act	STEP block	DNMT1 inh	SUMO1-SIM PPI	Scp1 inh	MsrA inh	eLon inh	TbMetRS inhib
Cc1cc(C)nc(SCC(=O)Nc2ccc(S(=O)(=O)NCCO)cc2)n1	0.0	-7	-7	1	3	2	-8	-0.6	-5	-0.1
OC(CCCN1CCCCC1)(c1ccccc1)c1ccccc1	-1.4	5	-2	-4	2	0	-3	0.6	3	0.1
CC(=O)C[C@H]1c2cc(C(F)(F)F)ccc2S(=O)(=O)N1C1CCCC1	-2.7	13	-5	-2	2	2	-6	0.1	-5	-0.1
O=C(O/N=C1\CCCc2ccccc21)c1cccs1	0.1	4	-6	-2	0	1	-7	-0.1	10	-1.0
O=C(N/N=C/c1ccc([N+](=O)[O-])o1)C(O)c1ccccc1 (stereo not drawn)	-1.6	-11	-3	3	-5	-22	-7	2.5	-6	-0.7
O=C(CSc1ncn[nH]1)Nc1ccc(OCc2ccccc2)cc1	0.6	10	-12	-5	0	0	4	1.5	-12	-1.3
O=C(c1ccc(Br)o1)N1CCN(c2ncccn2)CC1	-0.7	5	0	-2	-14	3	3	-0.7	12	-0.5
CCOc1ccc(N2CC(C(=O)NC(C)C)CC2=O)cc1 (stereo not drawn)	-0.8	-2	-14	-13	8	1	0	-0.7	-2	-1.4
CC1CCc2cc(F)ccc2N1C(=O)c1cc2nc(-c3ccco3)cc(C(F)(F)F)n2n1 (stereo not drawn)	2.8	-4	0	8	-5	13	-14	0.4	1	0.0
CCOc1ccc(NC(=O)Cn2c(=O)n(CCCC(=O)NC3CCN(Cc4ccccc4)CC3)c(=O)c3ccccc32)cc1	0.6	-7	-3	-1	-3	2	-8	-1.9	-2	0.4
COc1cccc(S(=O)(=O)NCC(=O)Nc2ccc(C(C)(C)C)cc2)c1	1.0	-6	-3	0	4	-1	-17	-1.1	-3	0.1
CC(C(=O)Nc1ccc2c(c1)OCO2)N(C)CC(=O)Nc1ccccc1Cl (stereo not drawn)	0.9	-1	-2	-3	0	4	-7	0.3	-7	-0.2
CCOc1cc(NC(=O)c2ccco2)c(OCC)cc1NC(=O)COc1ccccc1C	1.1	-8	0	-1	65*	-2	-5	1.4	5	0.1
COc1cc(NC(=O)c2ccccc2)c(OC)cc1NC(=O)Cc1cccs1	24	-8	-2	2	73*	6	71*	0.8	-2	-0.8
COCCn1c(-c2ccc(F)cc2)nc2cccnc21	-0.7	-1	-3	0	-2	3	-4	0.4	-3	0.2
O=C(O)CNC(=O)c1ccccc1Br	-0.1	-1	-4	-2	1	0	-1	1.6	-13	0.3
O=C(CN1C(=O)NC2(CCc3ccccc3C2)C1=O)NCC(F)(F)F (stereo not drawn)	-2.4	-5	-9	-3	3	10	15	1.4	-1	-1.0
CC1=C(C(=O)Nc2cc(-c3cccc(F)c3)[nH]n2)C2(CCCCC2)OC1=O	1.5	-30	0	2	0	3	-18	-0.7	5	-0.3
CN(C)C(CNC(=O)c1cc(S(=O)(=O)N2CCOCC2)ccc1F)c1cccs1 (stereo not drawn)	-1.6	2	-3	-4	3	1	-6	-0.8	-6	-0.2
N#C/C(=C/c1ccccc1)C(=O)OCC(=O)Nc1ccccc1[N+](=O)[O-]	-0.5	-4	-2	-10	2	-19	-8	0.4	2	0.0
COc1ccc(N(C(=O)COc2ccccc2OC)S(=O)(=O)c2ccc(C)cc2)cc1	4.6	-1	-3	2	-11	-1	-17	0.8	9	-0.5
CNC[C@H](NC[C@@H](NCCCc1ccccc1)c1ccccc1)[C@H](C)O	-0.8	-4	-1	6	2	3	0	-0.9	-4	-0.2
O=C(CC(=O)c1ccccc1)Nc1ccc(Cl)cc1	0.4	5	6	-1	-8	1	-9	0.5	-6	-0.4
COc1cccc(N2C(N)=NC(N)=NC2(C)C)c1	-1.5	-9	-5	-2	-3	1	-8	-0.2	1	-1.0
COc1ccc(CNC(=O)CN(c2cccc([N+](=O)[O-])c2)S(C)(=O)=O)cc1	1.0	5	-3	2	-1	1	6	1.0	4	-0.5

Individual results from above:
Value for O=C(c1ccc(Br)o1)N1CCN(c2ncccn2)CC1 under TbMetRS inhib: -0.5
Value for N#C/C(=C/c1ccccc1)C(=O)OCC(=O)Nc1ccccc1[N+](=O)[O-] under TbMetRS inhib: 0.0
Value for CCOc1cc(NC(=O)c2ccco2)c(OCC)cc1NC(=O)COc1ccccc1C under NRP1-CendR mod: -8
Value for COc1ccc(N(C(=O)COc2ccccc2OC)S(=O)(=O)c2ccc(C)cc2)cc1 under MsrA inh: 0.8

(more compounds)
SMILES	LMPTP inh	NRP1-CendR mod	bovine MsrA act	STEP block	DNMT1 inh	SUMO1-SIM PPI	Scp1 inh	MsrA inh	eLon inh	TbMetRS inhib
O=C(NCCc1c[nH]c2ccccc12)c1ccccc1	-2.4	11	-2	0	-1	-1	13	-0.8	1	-1.6
COC(=O)C1=C(C)NC(=O)C1(NC(=O)CN1CCCC1=O)C(F)(F)F (stereo not drawn)	-0.4	-3	-2	-3	-1	9	-9	0.5	-8	-0.5
COc1cccc(CNC(=O)CSc2nnc3c(n2)[nH]c2ccc(OC)cc23)c1	0.9	12	-1	0	0	-9	-5	-0.2	5	1.0
Cc1ccc(-n2ncc3c2CC(C)(C)CC3NC(=O)CCc2ccc(=O)[nH]n2)cc1 (stereo not drawn)	-1.0	0	-8	0	-1	8	-11	1.1	5	-0.5
CCCNC(=O)N1CCCC(C(N)=O)C1 (stereo not drawn)	-0.4	1	-8	0	3	-4	4	1.1	2	-1.0
O=C(Cn1c(NCCCO)nc2ccccc21)c1ccco1	4.4	-13	1	2	-1	1	-1	0.8	-3	-0.4
Cc1ccc(NC(=O)c2cc(-c3ccccc3O)n[nH]2)cc1Cl	0.7	6	-2	1	31	-1	-2	1.2	-5	-0.4
CCn1c(COC(=O)CNC(=O)c2cc(OC)c(OC)c(OC)c2)nc2cc(S(=O)(=O)N(C)C)ccc21	-0.6	-1	-3	0	0	4	-2	0.6	-9	-0.2
CN(CC(=O)Nc1ccc(Cl)c(Cl)c1)C(=O)c1ccccc1SCC(=O)N1CCCC1	0.1	2	-1	-7	-3	5	.	0.9	4	0.2
Nc1cc(=O)[nH]c(SCC(=O)NNC(=O)c2ccccc2)n1	-1.8	-7	-6	-1	2	4	-5	0.5	3	-0.4
C[C@H]1CN([C@@H](C)CO)C(=O)c2cccc(NS(=O)(=O)c3ccc(F)cc3)c2O[C@H]1CN(C)S(=O)(=O)c1cn(C)cn1	-0.7	-14	-1	-1	5	9	12	-0.8	-8	-0.5
CCCCN1CNC(=S)N(c2ccccc2OCC)C1	1.0	6	-5	1	1	1	-2	0.3	1	-0.5
O=c1[nH]c2ccc(NC(=S)Nc3ccc(Cl)cc3)cc2[nH]1	1.1	-3	-4	6	0	7	4	1.1	-3	-0.3
O=C(CCC1CCCN(Cc2cccc(Cl)c2)C1)NCc1ccccc1F (stereo not drawn)	-0.2	5	0	2	1	-2	-2	-1.4	-10	-0.2
COc1ccccc1NC(=O)NCCN1CCNC1=O	-0.3	-7	-8	1	-1	0	-10	-1.0	-2	-0.7
CCOc1ccc(CCN2C(=S)N([C@@H](Cc3ccc(O)cc3)CN3CCC[C@@H]3CN3C(=S)NC[C@@H]3Cc3ccccc3)C[C@@H]2Cc2ccc(O)cc2)cc1	4.4	-3	-2	2	-52	6	.	0.4	3	-0.2
CCC(CC)C(=O)Nc1ccc(C)c(O)c1	-0.8	2	-4	-4	-3	0	-4	-1.0	-6	-1.2
O=C(/C=C/c1ccc(F)cc1)NC(=S)Nc1ccccc1C(=O)NC1CCCCC1	0.0	0	0	0	17	1	-5	2.8	-7	-0.7
COc1ccc(NC(=O)CSc2nc3ccccc3c(=O)n2C)cc1	-1.4	-2	-2	7	5	1	-6	0.9	-3	-1.7
CN(C)c1oc(/C=C/c2ccccc2)nc1C#N	-0.9	-8	-7	0	-2	-4	-11	3.8	-3	-0.1
C/C=C(\C)C(=O)NCCN1C2=NC[C@H](Cc3ccc(O)cc3)N2C[C@@H]1Cc1ccc(OC)cc1	2.5	7	-2	-2	-8	-6	0	0.2	5	-0.3
Cn1cc(/C=C(\C#N)C(=O)Nc2cccc([N+](=O)[O-])c2)c2ccccc21	3.9	-15	-2	4	61*	-3	-1	-0.1	3	-0.6
O=C(NCc1ccco1)c1nn2c(C(F)(F)F)cc(-c3cccs3)nc2c1Cl	-0.5	-18	-4	0	6	-11	5	-0.4	-3	-0.7
CCC(=O)NCCc1nc2cc(NC(=O)c3ccccc3Cl)ccc2n1C	-2.1	7	-9	-4	5	-1	4	-0.1	-2	-1.4
COc1ccc(C(=O)NNC(=O)Nc2ccc(Cl)cc2)cc1	2.3	8	-2	2	1	1	5	0.5	-13	2.3

Some entries already given, showing only Scp1 inh.
canonical_smiles	Scp1 inh
CNC[C@H](NC[C@@H](NCCCc1ccccc1)c1ccccc1)[C@H](C)O	0
COc1ccc(C(=O)NNC(=O)Nc2ccc(Cl)cc2)cc1	5

Next structures:
SMILES	LMPTP inh	NRP1-CendR mod	bovine MsrA act	STEP block	DNMT1 inh	SUMO1-SIM PPI	Scp1 inh	MsrA inh	eLon inh	TbMetRS inhib
CCCNC(=O)N(C)c1nncnc1C(=O)NC	-2.0	-1	-2	-1	2	-2	-7	-1.4	-8	-0.5
COc1ccc(N2CC(C(=O)NCc3ccccc3)CC2=O)cc1 (stereo not drawn)	-0.9	5	-2	-3	3	0	4	0.0	-12	-0.6
O=C(NCCNC(=O)c1ccc(-c2cc(Cl)ccc2Cl)o1)c1cnccn1	-1.1	4	-7	0	-6	-13	.	0.0	-1	-0.5
COC(=O)C(C)(C)NC(=O)c1cccs1	-0.1	4	-1	-1	6	1	2	-0.5	0	-0.9
Cc1noc(C)c1CN1C(=O)c2ccc([N+](=O)[O-])cc2C1=O	0.8	4	-2	-3	5	-35	-3	-0.7	3	-0.9
COc1ccc(Cc2c(-c3ccc(C#N)cc3)nc3c(Cl)cc(C(F)(F)F)cn23)c(C)c1	-0.4	-28	-2	.	.	-9	.	0.0	4	-0.3
Cn1ncc([N+](=O)[O-])c1C(=O)Nc1cc(Cl)ccc1Cl	-0.9	14	0	0	-2	-6	.	-0.2	4	-0.1
COCCNC(=O)C(=O)N/N=C/c1cccs1	-1.3	-3	-4	0	-6	-5	-6	3.1	-5	0.2
Cc1cc2oc(C(=O)Nc3cccnc3)c(C)c2cc1C	7.0	2	-2	-2	21	2	3	0.1	-8	0.2
NC(=O)c1ccc(NC(=O)COC(=O)CCC2CCCCC2)cc1	2.8	-6	-10	-2	0	-1	0	1.4	2	0.0
Cc1ccccc1NC(=S)NCc1ccc2[nH]c3c(c2c1)CCCC3	0.5	-3	-5	-4	-30	3	-7	0.1	-1	-0.5
